S3 lipid droplet = qHTS Assay for Lipid Storage Modulators in Drosophila S3 Cells; hit rate 0.64% among 320,000; AID 2685; Drosophila S3 cells, BODIPY lipid droplet fluorescence, 18-24 h; cells fed with added oleic acid; lipid storage change, negative = inhibition, % at the top dose, mostly 46.1 µM; hits show Potency in µM; active = well fitted inhibition curve with a large enough effect in the signal ratio, with a control signal flat, not every such curve was filed as active; inconclusive = small, poorly fitted or top-dose-only effect, or effect the other way, or a change in a side signal; the % refers to the signal ratio
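Drosophila S3 cells got compounds at several concentrations plus oleic acid (400 uM solution). Laser-scanning cytometry with 488 nm excitation read lipid droplets at 500-530 nm and cells at 575-640 nm. Percent activity was relative to 20 uM Triacsin C.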
S3 lipid droplet cell count max = recorded beside S3 lipid droplet, whose call it bears; cell number change, %; measured here: cell count max response;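 cells counted by Cell Tracker Red CMTPX staining in the red channel; peak over a dose series mostly up to 46.1 µM; percent activity relative to internal control wells on each plate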
Numbers without * were called inactive; i = inactive; ? = inconclusive; · = no result given. % is scaled to controls: 0 for no effect and ±100 for the full control effect; potency is read from the fitted curve at half-maximal effect. This is a subset. The share of hits here may be higher or lower than overall.

compound	S3 lipid droplet	S3 lipid droplet cell count max
COc1ccccc1N(CCN1C(=O)c2cccc3cccc(c23)C1=O)C(=O)c1ccncc1	-11.2%	12.9
O=C1c2ccccc2-c2nc3ccccc3n21	11.5%	·
O=C1Nc2ccccc2C1C(C[N+](=O)[O-])c1ccccn1 (stereo unspecified)	11.5%	6.0
Cc1ccccc1OCCC(=O)OCC(=O)Nc1ccc(C(N)=O)cc1	3.1%	0.7
CCOc1ccc(C(=O)C[n+]2ccc(C(=O)NCCO)cc2)cc1	3.3%	15.9
CCOc1ccc(C(O)C(CN2CCOCC2)c2ccccc2)cc1 (stereo unspecified)	i	-21.3
Cc1nnc(SCc2cccc([N+](=O)[O-])c2)s1	10.5%	-1.7
CCOC(=O)c1cccnc1SCC(=O)N(C)c1ccccc1	?	·
Cc1cnc(NC(=O)c2sc(Nc3ccccc3)nc2N)o1	?	·
O=C(O)c1ccccc1C(=O)Nc1ccc(Br)c2cccnc12	?	·
COc1ccc(C)cc1COC(=O)c1[nH]c(C)c(C(C)=O)c1C	?	·
COCc1cc(=O)[nH]c2cc(NC(=O)c3cccc(OC)c3)c(C)cc12	?	·
CC(C)(C)C1CCc2c(sc3c2C(=O)NC(c2ccco2)N3)C1 (stereo unspecified)	-2.5%	-18.3
CCOC(=O)CSC1=C(C#N)C(c2sccc2C)C(C(C)=O)=C(C)N1 (stereo unspecified)	?	·
CC(=O)NCC(=O)N(C)C(C(=O)Nc1ccc2c(c1)OCCO2)c1ccc(C)cc1 (stereo unspecified)	3.6%	·
CCn1c2ccccc2c2cc(NC(=O)c3cccc(OC)c3)ccc21	?	·
Oc1ccc(C=Nc2ccc(N3CCOCC3)cc2)c(O)c1	?	·
C=CCn1cc(C(=O)OC)c(=O)c2cc(S(=O)(=O)N3CCC(C)CC3)ccc21	?	·
COc1ccc(NC(=S)NC(=O)/C=C/c2cccs2)cc1	-13.2%	9.8
CC(C)C(c1nnnn1C(C)(C)C)N1CCOCC1 (stereo unspecified)	?	·
CC(NC(=O)c1ccco1)C(c1cccs1)N1CCN(c2ccccc2F)CC1 (stereo unspecified)	-6.3%	-0.3
CCCNC(=O)CN1CCN(c2cc3ccccc3c(Cl)n2)CC1	?	·
O=C1NC(=Nc2cccnc2)S/C1=C\c1cccc(F)c1	-2.2%	-6.9
O=C(NCCCN1CCOCC1)c1ccc(-n2nc(C(F)(F)F)cc2-c2cccs2)cc1	?	·
CCOC(=O)c1cc(-c2ccccc2)n(CC(=O)Nc2cccc(OC)c2)c1C	?	·
CCCCOc1ccc(C(O)C(CN2CCOCC2)c2ccccc2)cc1 (stereo unspecified)	12.3%	7.8
Cc1ccccc1NC(=S)NCC1CCN(C(C)c2ccccc2)C1 (stereo unspecified)	-12.4%	-15.9
Cc1ccc(C(=O)Nc2nc3ccc(S(C)(=O)=O)cc3s2)cc1C	?	·
O=C1C2C3C=CC(C4CC34)C2C(=O)N1c1cccc2ccccc12 (stereo unspecified)	?	·
Cc1ccc(OCC(=O)Nc2cc(S(=O)(=O)N3CCOCC3)ccc2Cl)c([N+](=O)[O-])n1	?	·
Cc1cccc(NC(=O)c2cc3ccccc3o2)c1	2.1%	18.3
Cc1noc(C)c1COc1ccccc1C(=O)N1CCN(S(=O)(=O)c2cccc(Cl)c2)CC1	?	·
Nc1ccccc1C(=O)NC12CC3CC(CC(C3)C1)C2	-11.8%	22.5
O=C(CSc1ncnc2ccccc12)Nc1ccc2c(c1)OCCO2	24.4%	·
O=C(NC1CCN(Cc2ccccc2)CC1)c1ccc2c(c1)OCCCO2	-3.3%	12.3
O=c1c2ccccc2nc(-c2ccco2)n1/N=C/c1ccccc1O	-16.9%	-12.7
CC(C)CCn1c(CN2CC(C)OC(C)C2)nc2c1c(=O)n(C)c(=O)n2C (stereo unspecified)	i	0.9
CC1CCCCC1NC(=S)NC(=O)c1sc2ccccc2c1Cl (stereo unspecified)	8.3%	1.0
CCOC(=O)C1CCN(C(=O)c2cc(S(=O)(=O)N3CCc4ccccc43)ccc2OC)CC1	?	·
O=C(CSc1ccccn1)Nc1ccc(Cl)cn1	?	·
COc1ccc(NC(=O)CCCc2ccc(OC)c(C)c2)cc1	?	·
O=C(NCCOC(=O)c1ccc(C(=O)OCCNC(=O)c2cccnc2)s1)c1cccnc1	-6.4%	-10.4
Cc1ccnc(NS(=O)(=O)c2ccc(N3C(=O)Nc4ccccc4N3O)cc2)c1	?	·
COc1ccc(NC(=O)CSCC(=O)Nc2sccc2C#N)cc1	?	·
Cc1c(-c2ccn[nH]2)cc(NC(=O)c2ccc(Cl)cc2)c(=O)n1N	?	·
CN1CCN(/N=C/c2ccc(-c3ccc([N+](=O)[O-])cc3Cl)o2)CC1	?	·
CC(OC(=O)c1ccc(Cl)cc1)C(=O)NCc1ccc2c(c1)OCO2 (stereo unspecified)	?	·
CN(CC(=O)NCc1ccc(F)cc1)CC(=O)Nc1ccc(Cl)c(C(F)(F)F)c1	?	·
COCCn1c(SCC(=O)NCc2ccco2)nc2cccnc21	?	·
CC(=O)Oc1ccc2c(=O)oc(-c3ccccc3)nc2c1	17.0%	·

Next part.
compound	S3 lipid droplet	S3 lipid droplet cell count max
O=C(c1cccc(COc2ccc(Cl)cc2Cl)c1)N1CCN(c2ccccn2)CC1	?	·
O=C(Nc1oc2ccc(Cl)cc2c(=O)c1-c1ccc(F)cc1)c1ccco1	?	·
CC(=O)N1N=C2/C(=C/c3ccccc3)CCCC2C1c1ccccc1 (stereo unspecified)	?	·
Cc1ccc(C(=O)c2nc(C(=O)NCCO)nc3ccccc23)cc1	i	10.6
Cn1c(NCC(O)c2ccccc2)nc2c1c(=O)n(Cc1ccc(Cl)cc1)c(=O)n2C (stereo unspecified)	?	·
COc1ccc(N(C(=O)c2snc(C(N)=O)c2N)C(C(=O)NC2CCCC2)c2ccc(F)cc2)c(OC)c1 (stereo unspecified)	?	·
CCOC(=O)C1=C(COC(=O)/C=C/c2cc(OC)c(OC)c(OC)c2)NC(=O)NC1C (stereo unspecified)	18.4µM*	4.9*
CCOC(=O)c1ccc(-n2c(C)nc3c(cnn3-c3ccccc3C)c2=O)cc1	i	·
O=C(CC12CC3CC(CC(C3)C1)C2)Nc1nncs1	?	·
Cc1cc(-c2cccc(Br)c2)c(C#N)c(N)n1	?	·
CCOc1ccc(S(=O)(=O)N2CCN(C(=S)NCc3ccco3)CC2)cc1	-23.3%	6.5
Nc1cc(C(=O)O)ccc1Nc1ccc(F)c(F)c1	?	·
C=COC(=O)c1sc2nc(C)cc(C)c2c1N	20.9%	9.6
CCOC(=O)C1CCN(S(=O)(=O)c2ccc(-c3nc4ccccc4s3)s2)CC1	i	8.0
COc1cc(CNCc2ccc(OC)cc2OC)cc(OC)c1	10.3%	-22.3
Cc1ccc(C(=O)N/C(=C\c2ccccc2)C(=O)NCCN2CCOCC2)cc1	?	·
COc1ccccc1NC(=O)c1ccc2c(c1)nnn2C	-5.2%	13.3
CN(C)c1ccc(CNC(=O)c2cc(S(=O)(=O)N3CCCC3)cn2C)cc1	?	·
COc1ccc2nc(N=NC3=C(O)CC(C)(C)CC3=O)sc2c1	?	·
CCN1CCN(C(=O)Nc2cc(Cl)ccc2OC)CC1	1.5%	8.3
CSc1sc(-c2nnc(SCC(=O)Nc3ccc(Cl)cc3)n2C)c2c1C=CCC2	-17.6%	-6.5
CN(C)c1cccc(C(=O)OC(C(=O)Nc2ccc(Cl)cc2C(F)(F)F)c2ccccc2)c1 (stereo unspecified)	?	·
Cc1ccc(S(=O)(=O)N2C(=O)CCC2C(=O)O/N=C(\N)c2ccccc2)cc1 (stereo unspecified)	?	·
O=C(CSc1ccc(Cl)cc1)Nc1ncccn1	-22.8%	9.0
CCC1CCCCN1c1ccc([N+](=O)[O-])cc1/C=N/NC(=O)Cn1c2ccccc2c(=O)c2ccccc21 (stereo unspecified)	?	·

Compounds listed so far with an NH in an aromatic ring:
compound	S3 lipid droplet	S3 lipid droplet cell count max
COc1ccc(C)cc1COC(=O)c1[nH]c(C)c(C(C)=O)c1C	?	·
COCc1cc(=O)[nH]c2cc(NC(=O)c3cccc(OC)c3)c(C)cc12	?	·
Cc1c(-c2ccn[nH]2)cc(NC(=O)c2ccc(Cl)cc2)c(=O)n1N	?	·

(next part)
compound	S3 lipid droplet	S3 lipid droplet cell count max
Cc1ccc(OCCCSc2n[nH]c(N)n2)cc1	?	·
O=C(c1ccco1)N1CCN(C(=O)c2ccc(CS(=O)c3cccc(Cl)c3)o2)CC1 (stereo unspecified)	?	·
N#Cc1ccccc1OCC(=O)NCC(c1ccc(F)cc1)N1CCOCC1 (stereo unspecified)	14.4%	17.7
CN(c1cccc(NC(=O)Cc2ccccc2)c1)S(C)(=O)=O	?	·
N/C(=N\OC(=O)Nc1ccccc1)c1ncc(C(F)(F)F)cc1Cl	i	-20.5
O=C(O)CN1C(=O)/C(=C\c2cc(Br)ccc2OCc2ccccc2F)SC1=S	?	·
CCOc1ccccc1NC(=O)c1ccccc1-c1nc(-c2ccccc2)no1	?	·
Cc1cc(C)nc(SCc2nnc(SCC(=O)Nc3cc(C(F)(F)F)ccc3Cl)o2)n1	i	27.7
O=C(N/N=C/c1c[nH]c2ccc(Br)cc12)C1CC1	5.5%	10.8
Cc1nnc(SCC(=O)N2CCN(S(=O)(=O)c3ccc(Cl)cc3)CC2)[nH]c1=O	0.9%	10.0
O=[N+]([O-])c1ccc(N2CCSCC2)cc1O	9.1%	14.5
CCOC(=O)C1Cc2c([nH]c3ccccc23)C(C)N1 (stereo unspecified)	?	·
Nc1c(C(=O)N2CCCCCC2)oc2ccccc12	-8.5%	·
Cc1ccc(CN2[C@@H](Cc3ccccc3)C(=O)CS2(=O)=O)cc1	?	·
C/C(=N\NC(=O)COc1ccc([N+](=O)[O-])cc1)c1ccco1	-0.2%	2.3
CCCCn1nc2cc(C(=O)NCc3ccc(OC(F)(F)F)cc3)ccc2c1OC	-15.5%	10.8
CS(=O)(=O)N(CC(=O)NCCSc1ccccn1)c1ccc(F)cc1	1.6%	16.1
COc1ccc(CNC(=O)CSc2ncn[nH]2)cc1	i	19.4
Cc1nn(Cc2ccccc2Cl)c(C)c1NC(=O)c1ccn(C)n1	?	·
COc1cc(/C=C/C(=O)OCc2csc(CC(=O)Nc3ccc(C)cc3)n2)ccc1OCC#N	7.7%	-4.9
O=C(O)COCC(=O)Nc1ccc(-n2cnnn2)cc1	?	·
CCOc1ccc(-c2nc(C#N)c(N3CCN(C)CC3)o2)cc1	i	1.6
CC(C)(C)c1ccc(C(=O)N2CCC(=O)N(C(COCc3ccccc3)Cc3ccccc3)CC2)cc1 (stereo unspecified)	?	·
CCOc1ccc2nc(N=NC3=C(O)CC(C)(C)CC3=O)sc2c1	?	·
COc1ccc2cc3c(N)nn(C(=O)c4cccc(F)c4)c3nc2c1	?	·

A different layout for 2 compounds above.
S3 lipid droplet	S3 lipid droplet cell count max	mol
i	-21.3	CCOc1ccc(C(O)C(CN2CCOCC2)c2ccccc2)cc1 (stereo unspecified)
10.5%	-1.7	Cc1nnc(SCc2cccc([N+](=O)[O-])c2)s1

Going on with the list:
compound	S3 lipid droplet	S3 lipid droplet cell count max
O=C(NCC(=O)N(Cc1cccs1)C(C(=O)NC1CCCC1)c1ccncc1)c1ccco1 (stereo unspecified)	i	·
CN=C(C)/C(C(=O)OC)=C(/O)c1c(F)cccc1F	-0.4%	22.5
Cc1[nH]n(-c2ccc(Cl)cc2)c(=O)c1C(=O)c1ccccc1	-12.8%	-13.5
CN(CC(=O)Nc1ccc(F)cc1)C(=O)c1ccncc1	1.64µM*	·
COc1cccc(S(=O)(=O)Nc2ccc3c(c2)OCCO3)c1	?	·
Cc1cccc(N2CCN(c3ccc4cc(S(=O)(=O)N5CCCCC5)ccc4n3)CC2)c1C	?	·
CN(CC(=O)Nc1ccccc1Cl)C(=O)CCSc1ccc(F)cc1	i	·
O=C(OCC(=O)N1CCCc2ccccc21)c1cc(S(=O)(=O)N2CCOCC2)ccc1Cl	i	·
CCOC(=O)C1CCN(C(=O)c2sc3nc(-c4ccccc4)cn3c2C)CC1	?	·
COc1cccc(/C=N/n2c(C)nc3ccccc3c2=O)c1O	?	·
O=C(CNC(=O)N1CC(=O)Nc2ccccc21)Nc1ccccc1	?	·
O=C(NC(=S)N(Cc1ccccc1)Cc1ccccc1)c1ccccc1F	-19.2%	-5.6
C[C@H](NC(=O)c1[nH]cnc1C(=O)Nc1ccccc1)c1ccccc1	?	·
CCCn1c2ccc(/C(C)=N\O)cc2c2cc(/C(C)=N/O)ccc21	?	·
COc1ccccc1NC(=O)c1ccccc1NC(=O)c1cccs1	?	·
COC(=O)c1ccccc1NC(=O)CN1CCN(C23CC4CC(CC(C4)C2)C3)CC1	?	·
O=C(CNCCC1=CCCCC1)Nc1ccc(N2CCCCCC2)cc1	?	·
CCOC(=O)c1ccc(NC(=O)CC2NCCNC2=O)cc1 (stereo unspecified)	11.7%	-3.5
O=C(Nc1ccccc1)N1CCC(C(=O)N2CCN(c3ccccc3F)CC2)CC1	?	·

Bioassay records: PubChem, National Center for Advancing Translational Sciences (NCATS)
